# Screening data: PubChem BioAssay, The Scripps Research Institute Molecular Screening Center
# ssDAF-12 act – activates DAF-12 receptor from parasite S. stercoralis. activation, % at 6.8 µM. AID 652126. HEK293 ssDAF-12/GRIP1 lit1-tk-luc reporter, luminescence; % of 3 µM dafachronic acid response. actives 1% (n = 370,000);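 active = activation above the mean over all tested compounds plus 3 SD, cut at about 0.9% in these data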;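 note: 0% = DMSO-only wells and 100% = 3 µM delta7-dafachronic acid wells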
# PLC-gamma1 inh – blocks human PLC-gamma1 enzyme activity; purified PLC-gamma1, fluorogenic substrate, fluorescence; inhibition, % at 12.2 µM; actives 0.84% (n = 370,000); P19174; in the data active = inhibition above about 9.5%
# DAX1 inh-1 – NR0B1 (DAX1) inhibition; P51843; HEK293 Gal4-DAX1 luciferase reporter, luminescence; inhibition, % at 6.75 µM; actives 0.99% (n = 340,000); AID 504766;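 active = inhibition above the mean over all tested compounds plus 3 SD, cut at about 4.2% in these data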;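 note: 0% = DAX1-transfected cells with DMSO and 100% = empty-vector control cells with DMSO; inhibition shows as a rise in luminescence from relieved DAX1 repression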
# PLC-beta3 inh – PLC-beta3 (human) inhibition, primary screen | Purified PLC-beta3, fluorogenic substrate, fluorescence | inhibition, % at 12.2 µM | actives 0.18% (n = 370,000) | AID 720704; in the data active = inhibition above about 11%;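 note: 0% = median of compound wells on plate and 100% = full blocker control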
# ADAM17 inh – inhibitors of human ADAM17 | P78536 | AID 720648 | actives 0.83% (n = 370,000) | inhibition, % at 6.95 µM | recombinant ADAM17, EDANS/DABCYL FRET peptide cleavage;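 active = inhibition above the mean of compounds lying between control limits plus 3 SD, set per campaign, cut at about 8.5% in these data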;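 note: 0% = DMSO-only wells as the low control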
# hcDAF12 agonist – activators of H. contortus DAF-12 nuclear receptor; actives 1.4% (n = 370,000); HEK293 hcDAF-12 lit1-tk-luc reporter, luminescence; 0% DMSO, 100% Δ7-dafachronic acid; activation, % at 6.8 µM;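 active = activation above the mean of all tested compounds plus 3 SD, cut at about 5.5% in these data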;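 note: 100% = response to 3 µM Δ7-dafachronic acid high control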
# hgDAF-12 ag – agonists of H. glycines DAF-12 nuclear receptor | actives 1.8% (n = 370,000) | HEK293 GAL4-hgDAF12 UAS-luciferase reporter, agonist luminescence; normalized to butyrate control | activation, % at 6.8 µM;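 active = activation above a cutoff set at the mean of all screened compounds plus 3 SD, cut at about 10% in these data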;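 note: 0% = DMSO wells and 100% = sodium butyrate wells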
# ADAM10 inh – inhibits human ADAM10; O14672; recombinant ADAM10, EDANS/DABCYL FRET peptide cleavage, 3 h; AID 720582; inhibition, % at 7 µM; actives 0.62% (n = 370,000);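 active = inhibition above a per-campaign cutoff equal to the mean of compounds falling between control-based bounds plus 3 SD, cut at about 20% in these data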;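 note: 0% = DMSO wells while the 100% control is not disclosed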
# Target sequence (O14672 214-748 limits assumed): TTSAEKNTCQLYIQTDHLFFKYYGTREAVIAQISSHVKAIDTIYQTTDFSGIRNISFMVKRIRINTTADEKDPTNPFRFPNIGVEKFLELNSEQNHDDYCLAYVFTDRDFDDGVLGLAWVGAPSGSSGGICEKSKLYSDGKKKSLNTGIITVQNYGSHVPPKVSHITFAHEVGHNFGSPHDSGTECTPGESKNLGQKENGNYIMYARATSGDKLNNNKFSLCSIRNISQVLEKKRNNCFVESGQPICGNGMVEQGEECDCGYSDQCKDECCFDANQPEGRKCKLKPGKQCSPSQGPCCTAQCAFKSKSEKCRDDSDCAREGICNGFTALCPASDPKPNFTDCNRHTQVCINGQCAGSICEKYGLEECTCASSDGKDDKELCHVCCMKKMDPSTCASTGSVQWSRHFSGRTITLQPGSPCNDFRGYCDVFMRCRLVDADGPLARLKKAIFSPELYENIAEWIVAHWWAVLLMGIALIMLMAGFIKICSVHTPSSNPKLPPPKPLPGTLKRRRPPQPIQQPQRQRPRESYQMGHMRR
# HGIII-sPLA2 inh – Blocks human group III sPLA2 activity; inhibition, % at 12.2 µM; actives 0.56% (n = 370,000); QFRET BODIPY PC-A2 liposome hydrolysis, fluorescence;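 active = inhibition above mean plus 3 SD of compounds lying within the high and low control bounds, cut at about 19% in these data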;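 note: 0% = median of test compound wells and 100% = no enzyme DMSO wells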
# Target sequence (Q9NZ20 whole entry, looked up): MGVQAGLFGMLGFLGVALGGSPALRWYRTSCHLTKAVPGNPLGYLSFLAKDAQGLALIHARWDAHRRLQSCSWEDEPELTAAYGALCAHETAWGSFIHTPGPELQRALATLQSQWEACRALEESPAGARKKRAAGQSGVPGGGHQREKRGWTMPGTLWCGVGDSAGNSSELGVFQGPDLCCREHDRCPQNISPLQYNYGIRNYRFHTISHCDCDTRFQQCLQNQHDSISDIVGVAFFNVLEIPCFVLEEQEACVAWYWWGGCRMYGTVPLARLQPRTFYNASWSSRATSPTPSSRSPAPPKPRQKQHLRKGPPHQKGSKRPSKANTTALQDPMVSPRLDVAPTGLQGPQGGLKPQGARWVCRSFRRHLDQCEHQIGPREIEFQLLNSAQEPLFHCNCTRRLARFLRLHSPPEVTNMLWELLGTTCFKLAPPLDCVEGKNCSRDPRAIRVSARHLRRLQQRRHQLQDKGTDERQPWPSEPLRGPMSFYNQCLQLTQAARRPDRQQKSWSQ
# FXN GAA850 act – frataxin GAA850 promoter activation; HEK293 lucGAA850 FXN promoter luciferase reporter, 24 h; percent of 10 µM SAHA response; activation, % at 6 µM; actives 0.56% (n = 360,000);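 active = activation above the average of all compounds screened plus 3 SD, cutoff fixed separately per campaign, cut at about 7.5% in these data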;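 note: 0% = DMSO wells and 100% = 10 µM SAHA wells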
# DAX1 inh-2 – blocks DAX1 repression of SF-1 activated StAR promoter; HEK293T StAR-luciferase reporter, SF-1/DAX-1 repression relief; inhibition, % at 6.8 µM; actives 1.1% (n = 370,000); AID 652010;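 active = inhibition above the mean over all tested compounds plus 3 SD, cut at about 3.6% in these data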;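 note: 0% = DAX-1 cells with DMSO and 100% = cells lacking DAX-1 with DMSO; higher inhibition means more luminescence from relief of DAX-1 repression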
# * hit, by the source's call; i = inactive; nt = no result given.
mol,ssDAF-12 act,PLC-gamma1 inh,DAX1 inh-1,PLC-beta3 inh,ADAM17 inh,hcDAF12 agonist,hgDAF-12 ag,ADAM10 inh,HGIII-sPLA2 inh,FXN GAA850 act,DAX1 inh-2
C[C@H](NC(=O)OC(C)(C)C)C(=O)N/N=C/C1=Cc2ccccc2OC1,-1.0,-228.8,0.1,-319.8,-114.8,-1.1,1.0,-269.6,1.8,1.0,-0.1
CCOc1ccc(CN(C)CC(=O)Nc2cc(OC)c([N+](=O)[O-])cc2C)cc1,1.2*,0.9,-0.4,2.4,3.0,4.1,-7.9,-2.5,-5.3,0.4,-0.8
CC(c1ccccc1)C(CC(=O)O)C(=O)Nc1ccc(Cl)c(Cl)c1 (stereo unspecified),-0.8,0.3,1.4,-6.8,-2.8,-0.7,0.3,-5.2,-3.3,0.8,0.1
CC1([N+](=O)[O-])COC(C=Cc2ccccc2)OC1 (stereo unspecified),-0.7,2.8,3.5,-6.0,-5.6,-1.6,-1.4,-10.3,7.7,1.1,-0.3
COc1ccc(C(=O)CSc2nnc(Cn3nnc4ccccc43)n2C)cc1,-1.9,2.1,-1.1,1.9,-3.1,-2.3,-0.2,4.9,-12.1,1.9,-0.4
Cc1cccc(-n2ncc3c2CCCC3NC(=O)CC(F)(F)F)c1C (stereo unspecified),-1.3,1.0,0.0,-10.0,-6.9,-2.2,-4.0,-9.4,18.5,-1.6,-0.1
COCCNC(=O)C(c1ccc(O)cc1)N(Cc1ccccc1)C(=O)CCC(=O)Nc1nccs1 (stereo unspecified),-0.7,-1.3,-0.5,-3.3,-1.1,-2.4,2.2,4.0,-5.0,0.7,0.1
CC1CC(C)CN(C(=O)C2CCC(CNS(=O)(=O)c3ccccc3)CC2)C1 (stereo unspecified),-2.1,-0.1,-1.0,-3.7,-3.4,-2.1,-2.8,-9.6,-18.1,-2.7,-1.0
Cc1cccc(NC(=O)CN2CCN(CC(=O)NCC3(N4CCCCC4)CCCCC3)CC2)c1C,-1.1,3.3,-1.1,-5.0,-0.2,-1.6,-1.8,-0.6,-1.9,0.1,1.7
C[C@@H]1CCC(=O)N(CC[C@H](Sc2ccc(Br)cc2)c2ccccc2)CC1,-1.8,5.4,-0.5,5.3,16.1*,-2.6,-1.5,21.5*,-12.9,0.7,-1.3
NC1=NS(=O)(=O)NC1c1ccc(Br)cc1 (stereo unspecified),-1.7,0.7,-0.8,-1.6,1.3,0.4,2.8,-4.2,5.0,0.1,0.6
O=C(Cn1cnc2c(nnn2Cc2ccc(F)cc2)c1=O)N1CCN(c2ccccc2)CC1,-2.0,1.6,-1.1,4.0,1.3,-1.7,-0.8,6.5,-1.6,-1.4,-0.3
CCOC(=O)c1ccccc1NC(=O)Cn1cnc2c1c(=O)n(C)c(=O)n2C,-1.3,2.3,2.9,0.7,-1.0,-1.2,-0.9,4.2,0.8,-1.9,-0.6
O=C1CSC(c2ccccc2)N1c1ccccc1F (stereo unspecified),-1.0,2.8,1.7,-3.0,1.5,-1.0,-1.1,5.5,3.6,-0.4,-0.3
CCCCn1cnc2sc3c(c2c1=N)CCCC3,-0.7,8.0,2.4,2.9,-2.2,-0.9,-1.0,-6.2,3.4,-1.8,0.1
CSc1nnc2c(n1)[nH]c1c(C)cccc12,-1.4,2.8,-0.3,0.3,-1.5,-0.1,2.5,-2.0,3.2,1.2,-0.1
COC(=O)c1ccc(NC2CC(=O)N(c3ccccc3C)C2=O)cc1 (stereo unspecified),-0.9,4.6,-0.8,1.0,-5.0,-1.9,0.7,-5.3,2.1,-0.5,-0.5
CC(=O)Nc1cc(-c2ccccc2)nn1Cc1ccc(Cl)cc1,-1.0,4.7,0.8,3.0,-0.5,-0.3,-0.2,7.7,-6.6,1.0,0.0
CC(=O)NC(c1ccccc1)c1nc(-c2cnc3ccccc3c2)cs1 (stereo unspecified),-1.4,-1.9,nt,-0.9,-9.1,-1.2,4.7,-16.2,-3.9,2.0,0.3
CC(C)c1ccc(OCc2nnc(SCC(=O)N3CCCCC3)o2)cc1,-0.7,-2.3,-0.1,-8.6,-4.2,4.9,-0.1,3.6,-7.5,2.8,0.0
Cc1ccc(C)c(C(=O)CSc2nc(C)cc(=O)[nH]2)c1,-0.7,-0.4,0.1,-4.4,1.2,-0.7,-1.6,0.7,-14.0,-0.4,-0.2
CCOc1ccccc1OCCC(=O)Nc1ccc2c(c1)OCO2,-1.6,-0.1,3.6,0.6,-2.7,-1.4,-0.6,-4.2,9.7,1.2,-0.8
O=c1[nH]c([N+](=O)[O-])nn1C(c1ccccc1)c1ccccc1,-0.8,-0.3,0.6,-3.8,0.8,0.4,4.9,2.5,-11.8,0.8,-0.3
CCOC(=O)N1CCC(=NNc2ncc(C(F)(F)F)cc2Cl)CC1,-1.9,0.0,0.3,-5.5,-1.1,0.8,1.8,1.9,1.5,2.6,0.2
COc1cccc(OCc2cc(C(=O)N(C)C3CC(C)(C)NC(C)(C)C3)no2)c1,-0.2,-0.3,0.4,-9.2,-2.8,0.8,1.2,1.7,5.7,0.5,1.5
Clc1ccc(-c2cn3c(n2)CCC3)cc1,-0.5,-0.1,0.1,-1.1,-6.1,1.5,2.9,4.9,14.2,2.7,1.0
S=c1[nH]c2ncccc2o1,-0.9,9.1,-1.1,2.8,7.8,0.9,-0.9,14.6,16.5,-1.1,0.3
CCOC(=O)C(CC)n1nc(C)n2c(cc3occc32)c1=O (stereo unspecified),-1.7,-1.2,0.0,-1.1,-2.7,0.5,1.1,-4.5,-0.3,-0.6,-0.3
C=CCN(c1ccccc1)S(=O)(=O)c1cccc(C(=O)N2CC(C)CC(C)C2)c1 (stereo unspecified),-1.7,-0.8,-2.0,-2.4,-0.2,-6.3,-3.1,-2.7,-4.5,-5.5,-4.9
O=C(CSc1nc2ccccc2[nH]1)NCc1ccc(F)cc1,-1.8,-0.3,0.4,-6.5,-3.0,0.1,0.5,8.5,-4.3,-0.3,1.1

# ssDAF-12 act: entries above that show a hit.
smiles,ssDAF-12 act,PLC-gamma1 inh,DAX1 inh-1,PLC-beta3 inh,ADAM17 inh,hcDAF12 agonist,ADAM10 inh,HGIII-sPLA2 inh,DAX1 inh-2
CCOc1ccc(CN(C)CC(=O)Nc2cc(OC)c([N+](=O)[O-])cc2C)cc1,1.2*,0.9,-0.4,2.4,3.0,4.1,-2.5,-5.3,-0.8

# Next part.
mol,ssDAF-12 act,PLC-gamma1 inh,DAX1 inh-1,PLC-beta3 inh,ADAM17 inh,hcDAF12 agonist,hgDAF-12 ag,ADAM10 inh,HGIII-sPLA2 inh,FXN GAA850 act,DAX1 inh-2
Cc1ccc(S(=O)(=O)n2ccc3c(OCCOCCSCC(NC(=O)OC(C)(C)C)C(=O)O)cccc32)cc1 (stereo unspecified),-0.8,0.1,0.1,-9.6,-2.2,0.0,-2.3,9.2,-71.1,1.3,-0.2
COc1c2c(nc3ccccc13)OC(C(C)(O)CO)C2 (stereo unspecified),-1.3,-0.2,0.4,-1.6,-0.9,-1.5,-1.5,-2.5,0.6,1.6,0.1
CC(C)NS(=O)(=O)c1ccc(NC(=S)NC(=O)c2ccc(-c3ccccc3)cc2)cc1,-1.6,3.6,-1.9,2.9,-1.7,-2.2,-3.2,1.3,-4.7,-1.2,-1.3
CC(C)(C)[C@@H]1COC(=O)[C@H](Cc2ccc(F)cc2)C/C=C\C[C@H](CC(=O)N(CCO)Cc2ccccc2)C(=O)N1,-1.6,3.6,-1.6,4.2,2.1,-2.5,-0.9,6.6,-15.2,-1.5,-0.5
CCN(c1ccccc1)S(=O)(=O)c1cccc(C(=O)NCC(c2ccco2)N2CCCC2)c1 (stereo unspecified),-1.5,-4.1,-0.1,-5.9,-2.5,-2.1,-0.9,1.3,-5.3,-3.8,-0.4
CCCCN(C)C(=O)c1cn(C)c2ccc(S(=O)(=O)N(C)C)cc2c1=O,-0.2,-0.8,2.3,1.1,-2.7,0.5,2.0,-9.1,5.9,2.2,0.6
CN(CC(=O)Nc1cc(Cl)cc(Cl)c1)Cc1cccs1,0.2,7.8,-0.6,0.2,0.9,-0.7,-1.0,22.3*,-5.0,0.7,0.1
CC1CN(C(=O)COC(=O)c2cccc(NS(=O)(=O)c3ccccc3)c2)CC(C)O1 (stereo unspecified),-1.4,-1.0,1.3,-2.4,-1.2,-0.3,-1.2,7.6,-0.1,0.8,0.6
CN1CCN(c2nc(-c3cc4ccccc4o3)cs2)CC1,-1.1,-1.1,0.8,2.2,1.2,-1.0,3.9,-0.5,-2.7,3.0,1.5
O=C(c1ccc(Cl)c(S(=O)(=O)N2CCOCC2)c1)N(Cc1nnc(-c2ccccc2Cl)o1)C1CC1,-1.7,-2.0,-1.3,-5.6,1.4,-2.5,-2.2,-11.0,4.9,-0.1,-2.0
COc1ccccc1CN(Cc1cc2cc(C)cc(C)c2[nH]c1=O)Cc1nnnn1CC1CCCO1 (stereo unspecified),-1.2,-5.2,-0.3,-1.3,-1.6,-0.7,-0.7,-9.2,-2.6,-1.4,0.5
Cc1ccc(S(=O)(=O)N2CCCCC2)c2nsnc12,-1.4,-0.9,0.8,-0.6,-3.9,0.1,2.0,-8.7,-3.8,2.1,-0.1
O=C(c1cc(COc2ccc3c(c2)CCCC3)on1)N1CCCC1,0.8,-2.8,3.6,-6.2,-3.2,3.7,9.5,-4.6,-6.9,3.5,4.0*
COc1cccc(C2c3c(oc4ccc(Cl)cc4c3=O)C(=O)N2c2cc(C)on2)c1OC (stereo unspecified),-1.6,0.0,2.2,-1.4,0.7,1.3,-1.2,2.7,3.3,2.4,0.1
COc1ccccc1CNS(=O)(=O)c1cccc(S(=O)(=O)N2CCOCC2)c1,-1.1,0.0,1.9,0.8,-5.9,-0.9,-1.1,-5.4,-0.1,0.7,-0.1
CC(C)c1cccc(OCC(=O)Nc2ccc(S(=O)(=O)Nc3ccccn3)cc2)c1,-0.4,-4.7,-1.7,-15.5,-3.3,-2.8,3.2,-3.3,-22.9,-0.5,0.1
Cc1c(/C(O)=C2/C(=O)C(=O)N(CCN3CCOCC3)C2c2ccco2)cnn1-c1ccccc1 (stereo unspecified),-2.6,-3.4,0.2,-13.0,-2.6,-4.0,-8.7,-3.8,-9.5,-10.5,-1.2
Nc1ccc2nn(-c3ccc(Cl)cc3)nc2c1,0.5,i,5.3*,i,-186.7,12.2*,18.1*,i,0.6,-2.2,4.9*
CC(Oc1ccccc1)C(=O)Nc1c2c(nn1-c1ccccc1)CS(=O)(=O)C2 (stereo unspecified),-0.9,1.9,2.2,-0.9,-0.6,-0.7,1.2,2.2,2.5,-0.1,0.5

# Of the compounds above, two contain a COOH group:
mol,ssDAF-12 act,PLC-gamma1 inh,DAX1 inh-1,PLC-beta3 inh,ADAM17 inh,hcDAF12 agonist,hgDAF-12 ag,ADAM10 inh,HGIII-sPLA2 inh,FXN GAA850 act,DAX1 inh-2
CC(c1ccccc1)C(CC(=O)O)C(=O)Nc1ccc(Cl)c(Cl)c1 (stereo unspecified),-0.8,0.3,1.4,-6.8,-2.8,-0.7,0.3,-5.2,-3.3,0.8,0.1
Cc1ccc(S(=O)(=O)n2ccc3c(OCCOCCSCC(NC(=O)OC(C)(C)C)C(=O)O)cccc32)cc1 (stereo unspecified),-0.8,0.1,0.1,-9.6,-2.2,0.0,-2.3,9.2,-71.1,1.3,-0.2
